High-throughput results (PubChem BioAssay)
NOD1 inhibition: NOD1 signaling inhibitors, primary screen, cell-based, luminescence, uHTS (AID 1578) | NOD1-driven NF-kB luciferase reporter cells, luminescence; higher % means a stronger effect | inhibition, % at 4 µM, or EC50 in µM where a hit was titrated | 290,000 compounds, 1% hits; in the data active means inhibition mostly above about 36%, no sharp cut-off; inactive means mostly below about 34%;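 further: HEK-293T reporter cells stimulated with the NOD1 agonist gamma-tri-DAP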
GPR55 activation: selective activators of receptor GPR55 – imaging, U2OS cells, beta-arrestin-GFP redistribution, primary screen (AID 1961); U2OS GPR55 beta-arrestin-GFP redistribution imaging; higher % means a stronger effect; activation, % at 10 µM; hits with a dose series show EC50 in µM; 290,000 compounds, 0.048% hits;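 active means activation above 40% with more than 50 cells counted in the well; inconclusive means wells holding fewer than 50 cells, flagged as toxic or sparse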;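 further: U2OS osteosarcoma cells stably expressing GPR55 and beta-arrestin-GFP; plate controls were DMSO negative control for no effect and LPI positive control for full effect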
NOD2 inhibition: NOD2 signaling inhibitors, cell-based, luminescence, uHTS, HEK293 (AID 1566); 290,000 compounds, 0.63% hits; HEK293 NOD2/NF-kB luciferase reporter, luminescence; higher % means a stronger effect; inhibition, % at 4 µM; hits with a dose series show EC50 in µM; further: many of its hits are not listed in these tables
CSM14.1 death rescue: protection against thapsigargin-triggered cell killing – 384-well, CSM14.1, ATP luminescence, primary screen (AID 1222) | 190,000 tested, under 10 active | CSM14.1 thapsigargin-induced death rescue, ATP luminescence; higher % means a stronger effect | cellular ATP content (survival), % at 20 µM, or EC50 in µM where a hit was titrated;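 active means EC50 below 50 µM in the dose-response confirmation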;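 further: death triggered by thapsigargin at about 15 µM added after 2 h compound pretreatment; cell ATP read after overnight thapsigargin exposure of roughly 18 to 22 hours; normalized against plate controls of thapsigargin alone and 5% DMSO vehicle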
NTR1 ag: NTR1-driven beta-arrestin-GFP spot formation – imaging, U2OS cells, high content, primary screen (AID 493036); P30989; agonist mode; activation, % at 20 µM; 330,000 compounds, 0.17% hits;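 active means activation at or above 40% of the spot to cytoplasm intensity ratio, with at least 20 cells analyzed; inconclusive means wells under 20 cells, flagged as cytotoxic or low count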;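 further: 0% = DMSO without peptide and 100% = 100 nM NTR1 peptide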
Target sequence (P30989 whole entry, looked up): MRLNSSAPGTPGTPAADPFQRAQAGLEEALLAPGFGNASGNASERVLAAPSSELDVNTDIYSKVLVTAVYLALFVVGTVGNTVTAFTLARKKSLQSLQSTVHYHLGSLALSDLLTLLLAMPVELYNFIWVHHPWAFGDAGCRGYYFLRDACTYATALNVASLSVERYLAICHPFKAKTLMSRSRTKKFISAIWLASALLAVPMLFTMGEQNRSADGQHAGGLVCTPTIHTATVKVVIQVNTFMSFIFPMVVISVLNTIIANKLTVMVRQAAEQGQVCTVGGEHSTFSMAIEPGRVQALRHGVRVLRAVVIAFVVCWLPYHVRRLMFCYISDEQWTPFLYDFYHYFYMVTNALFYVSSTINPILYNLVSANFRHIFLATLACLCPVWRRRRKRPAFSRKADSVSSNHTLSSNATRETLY
Yfh1-off respiration: mitochondrial function rescue without frataxin homolog – Friedreich's ataxia, plus single-dose screen, dose response (AID 1465) | S. cerevisiae Yfh1-off respiration, WST-1 reduction, 72 h; higher fold induction means a stronger effect | 220,000 compounds, 0.074% hits | one-dose fold induction at 50 µM; EC50 in µM for titrated hits;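 active means fold induction of absorbance versus untreated yeast above a set limit, then at least 30% activation at any dose in follow-up; inconclusive means repeats straddling the limit, or above it without dose testing; inactive means fold induction below the set limit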;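 further: activators that raise dye reduction in frataxin-depleted yeast; strong numbers were not always called active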
KOR beta-arrestin-1: KOR agonists, beta-arrestin recruitment, primary screen, cell-based, luminescence, uHTS (AID 1777); KOR beta-arrestin recruitment, luminescence; higher % means a stronger effect; activation, % at 10 µM; hits with a dose series show EC50 in µM; 280,000 compounds, 0.02% hits; in the data active means activation above about 50%, passing the limit was not always enough; further: a part of the inactive calls stands beside numbers as strong as those of hits
KOR beta-arrestin-2: kappa opioid receptor blockers – cell-based, luminescence, uHTS (AID 1778); KOR beta-arrestin recruitment, luminescence, antagonist mode; higher % means a stronger effect; one-dose inhibition, % at 10 µM; IC50 in µM for titrated hits; 290,000 compounds, 0.091% hits; further: strong numbers were not always called active
TNAP activators: human TNAP enzyme activators, primary screen, biochemical, luminescent, no phosphate acceptor, uHTS (AID 1001). purified TNAP, luminescent activation assay, no phosphate acceptor; higher activation fold means a stronger effect. one-dose activation fold at 20 µM; EC50 in µM for titrated hits. 200,000 compounds, 0.03% hits; in the data active means activation fold from about 3, or a potency from the dose series; inactive means the rest, 99 in 100 with activation fold below about 1.6; further: many of its hits are not listed in these tables
NTR1 ag cell count 20 µM: further read-out of NTR1 ag, marked with its call; cell count; measured here: cell count, cytotoxicity flag
* marks the source's active call; other numbers are inactive results; i = inactive; ? = inconclusive; . = not tested or not shown; [ ] = another dose, or the depositor's remark. Unless noted, no stated cut-off is given here; in the data, active means inhibition above about 50%; inactive means the rest. This is a subset; count on the stated rates, not on these rows.

The line under a structure holds: NOD1 inhibition	Yfh1-off respiration	NTR1 ag cell count 20 µM	KOR beta-arrestin-1	NTR1 ag	KOR beta-arrestin-2	GPR55 activation	CSM14.1 death rescue	TNAP activators	NOD2 inhibition
[1] COc1ccc(N(C(=O)c2ccc(C)cc2)S(=O)(=O)c2cccs2)cc1
 : -13%	i	41	15%	2.1	-23%	0.4%	1.1%	1.1	-9%
[2] CCOC(=O)c1[nH]c(C)c(C(=O)OCCOc2cccc(C)c2)c1C
 : -7%	i	75	-0.9%	0.3	2%	-0.1%	0.6%	1	14%
[3] O=C1c2cccc3c(Cl)ccc(c23)C(=O)N1O
 : -60%	i	57	2.6%	2.1	10%	0.3%	-2.6%	0.9	15%
[4] COc1cccc(CNC(=O)CCS(=O)(=O)c2cccs2)c1
 : 7%	i	72	0.8%	-1.1	6%	-0.1%	-1.1%	1.1	-1%
[5] CCCCN1C(=O)NC2NC(=O)NC21 (configuration not stated)
 : 13%	i	51	-6.5%	-2.1	10%	0.6%	-1.8%	1.1	19%
[6] COc1ccc(C(=O)NCc2nnc(SCC(=O)NCCc3ccccc3)o2)cc1
 : -17%	.	67	1.4%	-0.7	-22%	0.4%	.	.	7%
[7] CCCc1nnc(NC(=O)CS(=O)(=O)c2ccc(C)cc2)s1
 : -14%	.	39	3.4%	-1.5	-33%	1.3%	.	.	3%
[8] C=CCOc1cccc(C2C(C(=O)c3ccc(C)o3)=C(O)C(=O)N2CCCn2ccnc2)c1 (configuration not stated)
 : -33%	.	59	6.2%	0.0	-22%	-0.1%	.	.	2%
[9] O=C(NCC1CCCO1)C1c2ccccc2C(=O)N1C1CCCCCC1 (configuration not stated)
 : -22%	i	53	0.3%	3.6	28%	-0.1%	.	1.1	-2%
[10] O=C(CNc1ccc2ccccc2c1)N/N=C/c1ccc([N+](=O)[O-])o1
 : -5%	i	86	8.6%	2.7	-14%	0.8%	-1.4%	0.7	-4%
[11] CCOC(=O)N1CCC(NC(=O)c2cc(C)c3c(C)nn(-c4ccccc4)c3n2)CC1
 : -20%	i	64	-1.2%	-0.9	17%	-0.1%	-0.9%	1.2	6%
[12] CCN1C(=O)[C@H]2[C@@H](c3ccc(OC)cc3)N3C(=O)CN(CCOC)C(=O)[C@@]3(C)[C@H]2C1=O
 : -11%	.	61	-3.5%	-3.6	12%[20 µM]	-0.2%	.	.	6%
[13] CCOC(=O)C1=c2s/c(=C\c3ccncc3)c(=O)n2C(N)=C(C(=O)OC)C1c1ccncc1 (configuration not stated)
 : -21%	i	48	-3.9%	1.7	26%	-0.4%	0.4%	1.1	-1%
[14] Cc1ccc(-n2cc(CN3CCN(Cc4nccn4C)CC3)c(-c3cccc(C)c3)n2)cc1
 : -19%	i	51	.	2.1	-72%[20 µM]	0.3%	1.5%	1.1	17%
[15] CCC(=O)c1ccc(OCC(O)Cn2nnc3ccccc32)cc1 (configuration not stated)
 : -50%	i	70	4.5%	0.5	-2%	-0.3%	-9.0%	1.1	-34%

Brought forward from above: 6 entries; new compounds follow.
The line under a structure holds: NOD1 inhibition	Yfh1-off respiration	NTR1 ag cell count 20 µM	KOR beta-arrestin-1	NTR1 ag	KOR beta-arrestin-2	GPR55 activation	CSM14.1 death rescue	TNAP activators	NOD2 inhibition
[10] O=C(CNc1ccc2ccccc2c1)N/N=C/c1ccc([N+](=O)[O-])o1
 : -5%	i	86	8.6%	2.7	-14%	0.8%	-1.4%	0.7	-4%
[11] CCOC(=O)N1CCC(NC(=O)c2cc(C)c3c(C)nn(-c4ccccc4)c3n2)CC1
 : -20%	i	64	-1.2%	-0.9	17%	-0.1%	-0.9%	1.2	6%
[12] CCN1C(=O)[C@H]2[C@@H](c3ccc(OC)cc3)N3C(=O)CN(CCOC)C(=O)[C@@]3(C)[C@H]2C1=O
 : -11%	.	61	-3.5%	-3.6	12%[20 µM]	-0.2%	.	.	6%
[13] CCOC(=O)C1=c2s/c(=C\c3ccncc3)c(=O)n2C(N)=C(C(=O)OC)C1c1ccncc1 (configuration not stated)
 : -21%	i	48	-3.9%	1.7	26%	-0.4%	0.4%	1.1	-1%
[14] Cc1ccc(-n2cc(CN3CCN(Cc4nccn4C)CC3)c(-c3cccc(C)c3)n2)cc1
 : -19%	i	51	.	2.1	-72%[20 µM]	0.3%	1.5%	1.1	17%
[15] CCC(=O)c1ccc(OCC(O)Cn2nnc3ccccc32)cc1 (configuration not stated)
 : -50%	i	70	4.5%	0.5	-2%	-0.3%	-9.0%	1.1	-34%
[16] COc1ccc(C)cc1S(=O)(=O)N(CC(=O)Nc1ccc2c(c1)OCCO2)Cc1ccccc1
 : 11%	i	72	-1.7%	3.7	-3%	-0.1%	-1.4%	1.1	-11%
[17] COc1ccccc1CNC(=O)CN1C(=O)C(C)N(c2ccc(C)cc2)C1=O (configuration not stated)
 : -14%	i	76	2.3%	0.2	3%	-0.1%	-0.8%	1.1	8%
[18] CC1CCCC(C)N1S(=O)(=O)c1ccc(S(=O)(=O)N2CCOCC2)cc1 (configuration not stated)
 : 9%	i	65	3.2%	1.8	-48%	-0.1%	.	.	-6%
[19] Cc1ccc(N2C(=O)CC(n3ccnc3)C2=O)cc1C (configuration not stated)
 : -28%	i	69	4.1%	-0.3	-26%	-0.1%	-1.5%	1.1	-1%
[20] COc1ccc(-c2nc3c(=O)n(C)c(=O)[nH]c3n2CCc2ccccc2)cc1
 : 11%	i	47	-0.6%	-0.3	-21%	-0.2%	0.6%	1.1	-2%
[21] Cc1ccc(NC(=O)N2CCN(C(=O)c3ccco3)CC2)cc1Cl
 : -33%	.	66	-0.9%	1.7	-9%	0.3%	.	.	9%
[22] COc1ccc(C(CC(=O)O)NC(=O)Cc2ccccc2)cc1 (configuration not stated)
 : -15%	i	77	1.8%	-2.8	-2%	-0.1%	3.9%	1.1	8%
[23] CCc1ccc(-n2c(O)c(C=NCCN(CC)CC)c(=O)[nH]c2=O)cc1
 : -5%	i	.	6.8%	.	-29%	-0.1%	-0.7%	0.9	7%
[24] C[C@@H]1NC(=O)c2cc([N+](=O)[O-])cc(I)c2OCC[C@@H](C(=O)NC(CC(=O)O)C(N)=O)NC(=O)[C@H](CCC(=O)O)NC1=O (some centres not stated)
 : -37%	i	51	-2.5%	0.6	-14%	0.6%	-4.4%	1.1	4%
[25] CCc1nc2ccccc2n1Cc1ccc(F)cc1
 : -15%	i	69	-3.4%	3.1	7%	-0.5%	.	1	10%
[26] CCCC(=O)NCCCc1nc2ccccc2n1CCC
 : 2%	i	58	-0.6%	-0.8	10%	-0.2%	-0.3%	1	10%
[27] O=C(NCCCN1CCC(Cc2ccccc2)CC1)C1CC(=O)N(C2CCCCCC2)C1 (configuration not stated)
 : -21%	i	50	-6.7%	3.0	15%	-0.1%	-0.9%	0.7	-1%
[28] COc1ccc(OCCOC(=O)c2cccs2)cc1
 : -25%	i	87	-0.8%	-1.6	18%	-0.1%	.	1.1	-13%
[29] COc1cccc(/C=N\n2c(C)nnc2C)c1OC
 : -40%	i	45	5.6%	-0.1	-1%	-0.2%	-0.6%	1.1	-15%
[30] O=C(O)CN1C(=O)CCS(=O)c2ccccc21 (configuration not stated)
 : -24%	i	58	-3.7%	-2.4	14%	-0.2%	.	1.1	-6%
[31] CCCCNC(=O)COC(=O)c1ccc(N(C)C)cc1
 : -31%	i	33	-1.0%	-0.4	-19%	0.2%	.	1.1	7%
[32] O=C(CCc1nnc(Cc2ccc3c(c2)OCO3)o1)NCCc1ccccc1Cl
 : 15%	.	59	4.5%	-0.6	-19%	-0.1%	.	.	-19%
[33] O=C(CSc1nc2cc(Cl)ccc2s1)c1cc2ccccc2o1
 : 13%	.	68	4.1%	3.0	-13%	0.3%	-2.1%	1	-12%
[34] COc1ccc(CCNC(=O)c2sc3cc(C)ccc3c2Cl)cc1
 : -28%	i	47	-3.3%	0.1	6%	-0.3%	-1.8%	1	12%
[35] O=C(c1ccc2c(c1)OCO2)N(Cc1ccco1)C1(C(=O)NC2CCCCC2)CCCCC1
 : -8%	i	62	-5.8%	-2.2	-7%	-0.1%	1.7%	1	-52%
[36] O=C(Nc1ccc([N+](=O)[O-])cc1Br)c1cccnc1
 : -24%	i	51	3.1%	1.9	10%	-0.3%	-1.3%	1.1	-9%
[37] COc1ccc(-c2c3c(=O)n(C)c(=O)n(C)c3cn2-c2cccc(OC)c2)cc1
 : -14%	i	60	-4.0%	-0.4	22%	-0.1%	0.1%	1.1	-2%
[38] COc1cccc(CN(C)CC(=O)Nc2ccccc2C(=O)Nc2ccccc2)c1
 : -9%	i	63	-3.1%	18	2%	0.6%	-1.8%	1.2	9%
[39] O=C1NCCN1CCNS(=O)(=O)c1ccc(F)cc1
 : -11%	i	39	3.1%	-0.9	-13%	-0.2%	1.0%	1	8%
[40] CCc1ccc(-c2cc(C)no2)cc1S(=O)(=O)NCCc1ccc(OC)c(OC)c1
 : -6%	.	50	-2.1%	1.5	11%	0.3%	.	.	4%
[41] O=C(O)CC(CNC(=O)C1CCCN1C(=O)OCc1ccccc1)c1ccccc1 (configuration not stated)
 : -4%	.	72	0.6%	2.3	9%	-0.2%	.	.	6%
[42] O=C(Cc1cccs1)Nc1ccc(-c2nnn(CC(=O)N3CCOCC3)n2)cc1
 : -11%	i	60	5.6%	1.3	-1%	0.2%	-1.2%	1	-16%
[43] Cc1cc(NC(=O)CCC(=O)N(Cc2ccc(F)cc2)C(C(=O)NC2CCCC2)c2ccco2)no1 (configuration not stated)
 : 8%	.	53	-4.1%	1.5	-18%	0.7%	.	.	12%
[44] CC(C)CSc1nc2ccccc2n1CC(N)=O
 : 2%	i	43	.	1.0	.	-0.1%	.	1.1	10%
[45] CCN(CC)C(=O)CSc1ccc(C(F)(F)F)cc1[N+](=O)[O-]
 : -27%	i	56	0.0%	0.5	.	0.2%	-4.6%	1.1	-1%
[46] COc1ccc(C2CC(c3ccccc3OC(C)=O)=NN2C(=O)/C=C/c2ccccc2)cc1 (configuration not stated)
 : 18%	?	68	7.9%	1.5	19%	-0.4%	-2.5%	1	19%
[47] O=C(NCc1ccco1)c1csc2c1CCCCC2
 : -19%	i	59	-1.2%	1.9	-31%	-0.1%	-2.0%	1.1	-1%
[48] COc1cc(/C=C/c2ccc3c(Br)cc(Br)c(O)c3n2)ccc1O
 : 80%*	i	.	3.8%	.	58%*	0.2%	.	.	12%
[49] O=C(NCCCN1CCN(c2ccccc2F)CC1)C1CCC(=O)N1C1CCCC1 (configuration not stated)
 : -3%	i	97	-0.4%	-1.8	6%	0.8%	-1.7%	1.1	4%
[50] O=C(Nc1cccnc1)c1cc2cc(Br)ccc2oc1=O
 : 17%	i	.	-1.3%	.	7%	0.2%	0.1%	1.1	-9%
[51] CC(C)C[C@@H]1NC(=O)[C@H](C(C)C)NC(=O)c2cc([N+](=O)[O-])cc(I)c2OCC[C@@H](C(N)=O)NC1=O
 : -16%	i	87	-2.7%	-4.0	0%	-0.3%	4.5%	1.1	12%
